# Screening data (PubChem BioAssay)
# Yp Topo-I inh = blocks Yersinia pestis topoisomerase I activity; AID 504884; Y. pestis Topo-I cleavage product accumulation, plate reader; 360,000 tested, 0.064% active; activity, % at 10 µM; in the data active = activity above about 50%, passing the limit was not always enough; inconclusive = no clear call, values can overlap the other calls; note: inactives centre near 2
# BoNT A protease = inhibitors of Botulinum neurotoxin A light chain protease; 360,000 tested, 0.17% active; multiplex microsphere protease substrate cleavage, flow cytometry; inhibition, % at 10 µM; note: plate controls were buffer without enzyme for full effect and enzyme alone for no effect
# FadD28 binding = inhibitors of Mycobacterium tuberculosis FadD28 bisubstrate binding | FadD28 bisubstrate probe binding, fluorescence polarization | inhibition, % at 12.5 µM | 360,000 tested, 0.22% active; in the data active = inhibition above about 8.5%, passing the limit was not always enough; inconclusive = no clear call, values can overlap the other calls
# BoNT-F LC inh = BoNT F light chain protease inhibition | AID 588497 | inhibition, % at 10 µM | Multiplex microsphere protease cleavage assay, flow cytometry | 360,000 tested, 0.22% active; in the data active = inhibition above about 35%, passing the limit was not always enough; inconclusive = no clear call, values can overlap the other calls; note: plate controls were buffer without enzyme for full effect and enzyme alone for no effect
# Anthrax LF inh2 = blocks Bacillus anthracis lethal factor protease; P15917; multiplex microsphere protease cleavage assay, LF; inhibition, % at 10 µM; 360,000 tested, 0.12% active; AID 588501; note: plate controls were buffer without enzyme for full effect and enzyme alone for no effect
# Target sequence (P15917 whole entry, looked up): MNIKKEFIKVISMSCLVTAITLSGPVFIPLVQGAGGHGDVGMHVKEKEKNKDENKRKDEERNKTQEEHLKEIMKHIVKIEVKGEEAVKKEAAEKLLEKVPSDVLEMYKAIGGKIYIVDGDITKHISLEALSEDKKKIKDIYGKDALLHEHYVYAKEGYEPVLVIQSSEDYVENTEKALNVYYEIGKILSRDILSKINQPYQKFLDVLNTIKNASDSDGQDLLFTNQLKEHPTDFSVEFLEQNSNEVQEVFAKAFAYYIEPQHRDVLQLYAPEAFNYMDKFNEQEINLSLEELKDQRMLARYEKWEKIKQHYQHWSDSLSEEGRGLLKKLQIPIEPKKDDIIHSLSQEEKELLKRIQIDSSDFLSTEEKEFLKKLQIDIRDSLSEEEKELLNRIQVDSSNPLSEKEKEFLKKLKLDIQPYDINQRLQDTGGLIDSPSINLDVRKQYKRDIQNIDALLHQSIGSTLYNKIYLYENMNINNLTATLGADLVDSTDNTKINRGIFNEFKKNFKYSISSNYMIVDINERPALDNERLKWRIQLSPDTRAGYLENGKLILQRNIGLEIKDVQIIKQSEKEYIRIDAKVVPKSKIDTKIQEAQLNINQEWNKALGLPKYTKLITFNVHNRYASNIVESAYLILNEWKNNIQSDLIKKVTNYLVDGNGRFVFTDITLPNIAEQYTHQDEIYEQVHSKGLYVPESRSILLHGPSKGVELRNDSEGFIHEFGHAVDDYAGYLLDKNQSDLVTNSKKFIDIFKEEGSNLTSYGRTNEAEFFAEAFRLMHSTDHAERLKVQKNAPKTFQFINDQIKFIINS
# PfHsp40 yeast = compounds rescuing yeast from Plasmodium falciparum HSP40 toxicity | S. cerevisiae expressing PfHsp40, growth rescue, ATP luminescence | growth rescue, % at 12.5 µM | 340,000 tested, 0.68% active; in the data active = growth rescue above about 28%, passing the limit was not always enough; inconclusive = no clear call, values can overlap the other calls;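 note: yeast W303a lacking pdr1 and pdr3 grown in galactose medium; growth measured after three days at 30 °C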
# PrPC TRFRET = cell surface PrPC inhibition, primary TR-FRET screen | P04156 | TR-FRET read-out | inhibition, % at 13.8 µM | 370,000 tested, 0.43% active; in the data active = inhibition above about 24%; note: 0% = median of the test wells and 100% = reference compound wells
# TcdB GH inh = TcdB glycohydrolase inhibition; inhibition, % at 9.99 µM; 350,000 tested, 0.24% active; TcdB glycohydrolase enzymatic assay, plate reader; AID 652162; in the data active = inhibition above about 10%
# CCHFV vOTU inh = CCHFV vOTU protease inhibition; Pep-AMC fluorescence; inhibition, % at 11.5 µM; 370,000 tested, 0.55% active; AID 651958; in the data active = inhibition above about 30%; note: 0% = vehicle wells with enzyme and 100% = no enzyme wells
# Starred values were filed as active, the others as inactive; ? = inconclusive; nt = not tested or not shown. Cut-off read from the data, not from the text of the source, unless noted: active = inhibition above about 30%; inconclusive = no clear call, values can overlap the other calls; inactive = below that.
SMILES,Yp Topo-I inh,BoNT A protease,FadD28 binding,BoNT-F LC inh,Anthrax LF inh2,PfHsp40 yeast,PrPC TRFRET,TcdB GH inh,CCHFV vOTU inh
O=S(=O)(NCCC1=CCCCC1)c1c(Cl)cccc1Cl,30,-3.2,-1.2,-8,-3,0.2,2,-1.3,17
CC(=O)Nc1ccc(S(=O)(=O)NCc2nnnn2-c2ccc(F)cc2)cc1,0,-4.0,-3.6,-10,-1,1.0,-3,2.0,-2
O=C1Nc2ccccc2N(C(=O)c2ccc(-c3ccccc3)cc2)C1c1nc2ccccc2[nH]1 (configuration not stated),nt,6.7,nt,12,-8,nt,-42,0.4,-5
Cc1cccc(C)c1NC(=O)CSc1ccc([N+](=O)[O-])cn1,-7,-0.7,-1.8,-2,-1,-0.3,-14,0.6,-7
CC(C)(C)OC(=O)N1CCCN(C(=O)c2ccc(Cl)cc2)CC1,-3,-1.9,-3.8,-7,-13,1.3,-2,1.1,5
Nc1nccc(-c2ccc(-n3cccc3)cc2)n1,-3,-0.7,-0.6,-2,-3,0.6,5,1.7,5
Oc1ccccc1N=Cc1sc2ccccc2c1Cl,-14,-0.4,-2.7,0,-1,6.4,4,nt,-8
CS/C(N)=N/N=C/c1cc(Br)cc(Br)c1O,7,-0.5,0.2,-8,-3,0.6,-2,-0.1,21
O=C(O)c1sc2cc(C(F)(F)F)cnc2c1-c1cccs1,1,-1.8,1.5,1,2,0.3,2,1.3,7
O=C(COC(=O)COc1ccccc1)Nc1cccnc1Cl,3,-1.2,-2.7,-8,1,-0.9,0,1.1,9
NC(=S)N/N=C/c1cn(-c2ccccc2)nc1-c1cccnc1,6,-0.4,-3.5,0,-8,19,-1,0.2,-6
COC(=O)N/N=C1/C/C(=N\NC(=O)OC)c2ccccc21,-8,-0.4,0.2,0,1,1.9,-15,-1.1,89*
CCOC(=O)C1CCN(C(C(=O)NC2CCCCC2)c2ccc(OC)cc2)CC1 (configuration not stated),22,0.4,-2.4,?,2,-1.1,-2,nt,-1
O=C(COC(=O)c1ccc(O)cc1)Nc1ccccc1,1,-0.9,-0.8,14,-8,-1.9,2,1.5,-8
COc1ccc(Br)c(Cn2c(C)c(C(=O)NCc3cccc([N+](=O)[O-])c3)sc2=O)c1,11,0.0,-4.7,-4,-7,nt,-6,0.6,4
CC[C@]12c3[nH]c4cc(CCC(=O)N(C)C)ccc4c3CCN1C(=O)[C@@H](CC(=O)NCc1ccc(OC)c(OC)c1)C[C@@H]2C(=O)N1CCN(C(=O)c2ccco2)CC1,39,-0.5,1.0,1,-7,-1.9,7,1.0,-2
O=C(O)c1ccccc1C=NNc1ccc([N+](=O)[O-])cn1,6,0.0,-0.1,-2,-3,-1.8,-6,0.6,12
COc1ccccc1NC(=O)N1CCCC1C(=O)Nc1ccc2c(c1)OCO2 (configuration not stated),4,1.7,-0.9,9,-1,0.8,8,nt,4
CCOC(=O)CSc1nnc(CNC(=O)c2cccs2)n1-c1cc(C)ccc1C,-1,0.1,-3.8,12,0,-1.1,-3,nt,-5
CC(=O)c1cnc2nc(SCc3ccc(C)cc3)nn2c1C,8,-2.0,0.3,-10,-5,-0.1,9,-1.0,-8
COc1ccccc1CC(=O)NC1CC1,0,-2.3,-1.7,13,-2,-1.0,1,0.7,5
CN(CCc1ccccc1)C(C(=O)Nc1ccc2c(c1)OCCO2)C1CC1 (configuration not stated),nt,-0.6,-1.7,2,4,nt,-1,-0.4,-7
COCC1CCCCN1Cc1cn(-c2ccccc2)nc1-c1ccc2c(c1)OCO2 (configuration not stated),21,-0.2,-2.6,-4,-2,1.7,2,0.1,-3
CCOC(=O)c1c(NC(C)=O)sc2c(OC)c(Br)ccc12,-3,1.0,1.0,-4,5,0.5,-5,0.4,-10
Cc1sc2ncn(CC(=O)NCCCC(=O)N3CCN(c4ccccn4)CC3)c(=O)c2c1C,3,-0.9,0.1,-1,-2,-0.5,5,nt,2

# Some of these compounds in order of length of the SMILES, highest first.
SMILES,Yp Topo-I inh,BoNT A protease,FadD28 binding,BoNT-F LC inh,Anthrax LF inh2,PfHsp40 yeast,PrPC TRFRET,TcdB GH inh,CCHFV vOTU inh
COc1ccccc1NC(=O)N1CCCC1C(=O)Nc1ccc2c(c1)OCO2 (configuration not stated),4,1.7,-0.9,9,-1,0.8,8,nt,4
COC(=O)N/N=C1/C/C(=N\NC(=O)OC)c2ccccc21,-8,-0.4,0.2,0,1,1.9,-15,-1.1,89*
O=S(=O)(NCCC1=CCCCC1)c1c(Cl)cccc1Cl,30,-3.2,-1.2,-8,-3,0.2,2,-1.3,17
COc1ccccc1CC(=O)NC1CC1,0,-2.3,-1.7,13,-2,-1.0,1,0.7,5

# Remaining list, next part
SMILES,Yp Topo-I inh,BoNT A protease,FadD28 binding,BoNT-F LC inh,Anthrax LF inh2,PfHsp40 yeast,PrPC TRFRET,TcdB GH inh,CCHFV vOTU inh
COc1ccc(-n2nnnc2-c2ccc(S(C)(=O)=O)cc2Cl)cc1,-3,-0.2,-14,6,-7,1.1,8,2.4,7
CCOC(=O)c1c(N2C(=O)C=CC2=O)sc(C)c1C,2,0.5,-3.2,2,-2,-3.6,nt,nt,nt
O=C(NCCS(=O)(=O)N1CCN(c2ccccc2)CC1)c1cccs1,-7,3.1,-0.7,10,-2,-1.4,-3,0.5,5
CCn1c(C)nc2cc(C(=O)NNS(=O)(=O)c3ccccc3F)ccc21,-7,-0.9,-1.9,-1,4,3.6,0,nt,5
Cc1ccc(S(=O)(=O)NCCc2ccncc2)cc1,-1,-0.9,-0.8,2,-13,-0.5,4,nt,-5
CCCN(CC(=O)Nc1ccccc1C)C(=O)c1cn2ccccc2n1,-2,-0.6,-1.6,-5,-10,-0.2,-6,0.9,4
COc1ccccc1CN1CC(C(=O)NCCc2ccc(Cl)cc2)CC1=O (configuration not stated),18,0.4,-4.7,-2,0,1.0,-1,-0.3,8
Cc1ccc(S(=O)(=O)NNC(=O)Nc2ccc(Cl)cc2)cc1,-11,0.1,-1.2,4,2,-1.1,8,nt,8
CS(=O)(=O)N(CC(=O)Nc1ccccc1C(=O)N1CCOCC1)c1cccc(F)c1,-8,0.4,-3.1,-8,-1,-0.4,-1,0.8,17
CC(C)(C)c1ccc(C(CC(=O)O)NC(=O)CCCc2ccccc2)cc1 (configuration not stated),-2,-0.8,-3.2,1,4,12,7,0.7,10
COc1ccc(OCC(=O)Nc2ccc3c(c2)nc(CN2CCN(C(C)=O)CC2)n3C)cc1,11,-0.2,-1.4,-9,-1,-1.2,-3,0.4,1
COc1ccc(NC(=O)C2(C)Cc3c(-c4ccc(C(N)=O)cc4)ccnc3O2)cn1 (configuration not stated),-10,0.0,-2.9,-5,-2,nt,1,-0.1,-9
CN(C1CCCCC1)S(=O)(=O)c1ccc(S(=O)(=O)N2CCN(CCC#N)CC2)cc1,0,-1.2,-0.2,-9,-7,-0.7,-2,0.4,-1
Cc1cccc(C(=O)OCC(=O)N2c3ccccc3CC2C)c1C (configuration not stated),24,-0.1,-4.1,-10,-2,nt,-4,0.3,21
COc1ccc(C(C(=O)NC2CCCC2)N(C(=O)c2ccoc2C)c2ccc(C)cc2)cc1 (configuration not stated),7,-2.1,-1.2,-12,-1,2.2,3,nt,7
Cc1cccn2c(=O)nc(SCC(=O)N3CCC(Cc4ccccc4)CC3)nc12,31,1.9,-2.0,-4,0,-0.3,-2,1.2,23
Cc1ccc(F)cc1C(=O)N1CCCC(c2cc(C(=O)Nc3ccccc3Cl)no2)C1 (configuration not stated),31,-0.1,-2.7,0,-4,nt,6,0.7,13
COc1ccc(Cl)cc1NC(=O)CN1C(=O)C(=O)N(C2CCCC2)C1=O,-2,-0.2,-1.6,1,-1,nt,1,0.7,4
CCc1ccc(S(=O)(=O)N/N=C(/C)c2ccncc2)cc1,6,-5.5,1.8,-14,-2,0.1,2,1.7,-9
C=CCN1Cc2ccccc2-n2nncc2C1,nt,-0.4,-1.1,-7,-8,nt,-6,-0.2,-6
CSC1=NCCN1C(=O)Cc1ccc(-c2ccccc2)cc1,-8,-1.7,-0.9,-5,0,4.1,1,-1.0,10
O=C1NC[C@H](Cc2ccc(O)cc2)N(CCc2cccc3ccccc23)C1=O,8,-0.5,-1.5,-2,-10,0.5,1,0.9,8
O=C(CN(CC1CCCO1)C(=O)CNS(=O)(=O)c1ccc(Cl)cc1)NCCc1ccccc1 (configuration not stated),-3,-1.0,0.2,-2,-1,-0.7,2,1.1,-13
Cc1ccc(CCNC(=O)CN2C(=O)COc3ccc(S(=O)(=O)N4CCC(C)CC4)cc32)cc1,23,-4.5,-4.5,-2,0,0.6,8,-3.5,13
Cc1occc1C(=O)NC1CCCN(Cc2ccc(CC(C)C)cc2)C1 (configuration not stated),5,-2.5,-0.5,1,0,-0.4,8,-1.0,21

# Brought forward from above: 2 entries, then new ones.
SMILES,Yp Topo-I inh,BoNT A protease,FadD28 binding,BoNT-F LC inh,Anthrax LF inh2,PfHsp40 yeast,PrPC TRFRET,TcdB GH inh,CCHFV vOTU inh
Cc1ccc(CCNC(=O)CN2C(=O)COc3ccc(S(=O)(=O)N4CCC(C)CC4)cc32)cc1,23,-4.5,-4.5,-2,0,0.6,8,-3.5,13
Cc1occc1C(=O)NC1CCCN(Cc2ccc(CC(C)C)cc2)C1 (configuration not stated),5,-2.5,-0.5,1,0,-0.4,8,-1.0,21
N#Cc1ccc(C23CC4(C2)[C@H](CN(Cc2ccc(-c5ccccc5)cc2)[C@@H]4c2ccccc2)C3c2ccc(Cl)nc2)cc1 (some centres not stated),-9,-0.5,-3.7,6,2,-0.7,0,nt,15
CCCC(C(=O)NCc1ccco1)N(C(=O)CNS(=O)(=O)c1ccc(Cl)cc1)C1CCCC1 (configuration not stated),24,-0.7,-2.4,-2,-2,-0.1,15,nt,14
CC1CC(C)CN(C(=O)CSc2n[nH]c(N)n2)C1 (configuration not stated),6,-1.1,-1.5,0,-6,0.9,-4,0.0,7
O=C(O)C1=C(OCc2ccccc2)C(=O)NCC1,4,0.0,-1.6,1,-1,-2.2,-3,1.5,2
CC1=NN(c2ccccc2)C(c2ccco2)C1 (configuration not stated),4,-0.6,-1.1,-9,-4,-1.5,-3,1.5,10
O=c1oc(-c2ccc(Cl)c(Cl)c2)nn1-c1ccc(C(F)(F)F)cn1,-2,0.1,-1.5,-6,-8,nt,-3,1.0,-4
C[C@H]1COC(=O)[C@H](Cc2ccc(F)cc2)CC/C=C/C[C@@H](CC(=O)N[C@@H](CO)Cc2ccccc2)C(=O)N1,26,0.1,-1.7,3,-5,1.8,1,3.1,2
Cc1ccc(C(=O)CSc2ccccn2)cc1,0,0.5,-2.0,-5,1,0.5,-4,nt,14
COC(=O)C(O)(c1ccc(N(C)C(=O)c2cccs2)cc1)C(F)(F)F (configuration not stated),2,-13,-6.8,-38,-9,0.9,7,0.3,-5
O=C(CN1CCOCC1)N/N=C/c1ccc(-c2cccc(Cl)c2Cl)o1,16,2.0,-6.9,?,2,0.2,3,0.1,17
O=C(Cc1ccc(Br)cc1)Nc1ccc(S(=O)(=O)NCC2CCCO2)cc1 (configuration not stated),2,-0.3,-0.8,-8,5,0.2,0,1.2,11
CC(=O)c1ccc(OCc2cc(C(=O)NC(C)Cc3ccccn3)no2)cc1 (configuration not stated),-3,-0.7,-1.4,-1,2,-0.1,0,1.3,2
CC1(C)N=C(SCC(=O)Nc2ccc(Cl)cc2)C(c2ccccc2)=N1,-4,-0.2,-1.8,1,-4,5.5,15,nt,-10
CCOC(=O)Cc1csc(Nc2c(C)n(C)n(-c3ccccc3)c2=O)n1,-4,0.2,-1.2,-1,2,0.2,6,nt,-1
O=C(OCCc1ccccn1)c1cccc([N+](=O)[O-])c1,-1,0.0,0.4,4,6,0.1,7,-1.9,-2
Cc1ccc(S(=O)(=O)NCCC(=O)Nc2ccc(C)cc2C(=O)c2ccccc2)cc1,18,-0.9,-2.6,-5,-5,1.5,-1,nt,15
COC(=O)[C@H](CCSC)NC(=O)N1CCN(c2cccc(C(F)(F)F)c2)CC1,-1,-0.1,-1.9,7,-4,-0.5,10,nt,0
NC(=S)Cc1ccccc1Cl,-4,-0.6,-2.5,2,4,0.9,6,1.1,1
Cc1ccc(NC(=O)NCc2c(C)nn(C)c2C)cc1Cl,2,0.3,-2.8,-4,-6,0.4,-4,2.6,-10
CCC(OC(=O)C(CC(C)C)NC(=O)c1ccccc1)C(=O)Nc1nnc(C)s1 (configuration not stated),12,-1.1,-1.1,-2,5,-0.2,0,0.1,1
